BL2 CD40 inh: CD40 pathway inhibition in BL2 cells; BL2 NF-kB luciferase reporter, CD40L-induced, 4 h; inhibition, % at 10 µM; 0.94% of 83,000 active; AID 1053188;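 active means mean inhibition of at least 50% with a set share of replicates also reaching that level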;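 further: 0% = neutral control wells and 100% = IKK inhibitor VII at 50 µM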
Active calls of the source: *; [ ] = another dose, or the depositor's remark. Some of the compounds tested (hit frequency here may not be typical).

SMILES	BL2 CD40 inh
Cc1ccccc1S(=O)(=O)N(C)C[C@H]1OCc2ccccc2-c2ccccc2C(=O)N([C@@H](C)CO)C[C@@H]1C	13
Cc1cccc(NC(=O)CN2C(=O)NC(C)(c3ccc4ccccc4c3)C2=O)n1 (stereo unspecified)	5
CC(CNCC1CCCO1)COc1cccc2ccccc12 (stereo unspecified)	6
O=C(Nc1ccc(Oc2ccccc2)cc1)C1CC1	-29
CC(C)CC(=O)Nc1cccc(NC(=O)CC(C)C)n1	8
NCC[C@H]1CC[C@H](NS(=O)(=O)c2ccc(Cl)cc2)[C@@H](CO)O1	-1[25 µM]
COc1ccc(C2NC(=O)C(C#N)=C(S)N2c2cccc(C)c2)cc1OC (stereo unspecified)	15
COc1ccc(NC(=O)c2ccc3c(c2)CCN3S(C)(=O)=O)cc1	-19
CC(C)Cn1c(CCC(=O)O)ccc1-c1cccs1	5
CC(C)NC(=O)N(C)C[C@H]1Oc2ccccc2CC(=O)N(C)C[C@@H]1C	11

Shown with the structure last: part of the list above.
BL2 CD40 inh,Compound
5,Cc1cccc(NC(=O)CN2C(=O)NC(C)(c3ccc4ccccc4c3)C2=O)n1 (stereo unspecified)
6,CC(CNCC1CCCO1)COc1cccc2ccccc12 (stereo unspecified)
-29,O=C(Nc1ccc(Oc2ccccc2)cc1)C1CC1
8,CC(C)CC(=O)Nc1cccc(NC(=O)CC(C)C)n1
-1[25 µM],NCC[C@H]1CC[C@H](NS(=O)(=O)c2ccc(Cl)cc2)[C@@H](CO)O1

More structures.
SMILES	BL2 CD40 inh
Cc1cc(SCC(=O)Nc2cccc(S(N)(=O)=O)c2)c(C)cc1Br	8
Cc1nc(SCC(=O)N2CCCC2=O)nc(C)c1C	-9
CCCCCCOc1cccc(N)c1	-13
O=C(C[C@H]1C[C@@H]2c3cc(NC(=O)c4ccc5c(c4)OCO5)ccc3O[C@@H]2[C@H](CO)O1)NC1CCCC1	-14
CCOC(=O)c1cnc(SC)nc1N	0
O=C(N1CCCCC1)N1CCN(C(c2ccccc2)c2ccccc2)CC1	8
CC[C@H]1CN2CCc3cc(OC)c(OC)cc3[C@@H]2C[C@@H]1C[C@H]1NCCc2cc(OC)c(OC)cc21	90*
O=C(NC1CCCc2ccccc21)c1cccc(S(=O)(=O)N2CCOCC2)c1 (stereo unspecified)	6
C[C@H]1CN([C@@H](C)CO)C(=O)c2ccccc2-c2ccccc2CO[C@@H]1CN(C)Cc1cccc(F)c1	6
NS(=O)(=O)c1cccc(NC(=O)c2cccc(S(=O)(=O)N3CCCCCC3)c2)c1	7
c1cc(-c2ccc3nncn3c2)ccc1CN1CCOCC1	6
Cc1noc(C)c1NC(=O)Nc1ccc2c(c1)C(=O)N([C@@H](C)CO)C[C@@H](C)[C@@H](CN(C)CC1CCCCC1)OCCCC[C@H](C)O2	7
O=[N+]([O-])c1ccc2c(c1)c(-c1ccccc1)nc1nncn12	1
c1coc(-c2nnc(SCc3cn4ccccc4n3)o2)c1	-7
O=C(c1cc(-c2cccs2)on1)N1CCc2ccccc2C1	-18
Cc1noc(N)c1C1(O)C(=O)N(C(C)C)c2ccccc21 (stereo unspecified)	8
CCOc1ccc(C(C)=O)cc1CN1C(=O)NC2(CCCCCCC2)C1=O	4
c1nnn(C23CC4CC(CC(C4)C2)C3)n1	15
O=[N+]([O-])c1ccccc1N=Nc1c(O)[nH]c2ccc(F)cc12	-44
COc1cccc(NC(=O)COC(=O)c2ccc3c(c2)OCCO3)c1	3
CN(c1ccccc1)S(=O)(=O)c1ccc(C(=O)NCc2ccco2)cc1	7
COc1ccc(NC(=O)COc2cccc3c2CCN(Cc2cccnc2)C3=O)cc1	-2
COc1ccccc1CC(=O)NC1CCN(Cc2ccccc2)CC1	1
CC(=O)Nc1ccc(-c2ccnc3c2CC(C)(C(=O)NCc2ccncc2)O3)cc1 (stereo unspecified)	1
C=C1C(C(=O)Nc2ccc(OC)cc2)C1C(=O)Nc1ccc(OC)cc1 (stereo unspecified)	7
Cc1ccc2cccc(OC(=O)c3cccnc3Oc3ccccc3)c2n1	3
C[C@H](CO)N1C[C@H](C)[C@H](CN(C)S(=O)(=O)c2cn(C)cn2)Oc2ccc(N(C)C)cc2C1=O	-10[25 µM]
CN(CC(=O)Nc1cccc(F)c1)C(=O)C1(c2ccccc2)CC1	23
O=C(NCCCN1CCCC1=O)c1ccc2c(c1)NC(=O)c1ccccc1S2	9
Cc1c(C(=O)OCC(=O)NCCN2C(=O)CSC2=O)oc2c1ccc1ccccc12	2
CCCCCNC(=O)C(C)NS(=O)(=O)c1ccc(OC)cc1 (stereo unspecified)	3
COc1cc(Br)cc(C(=O)N2CCc3ccccc32)c1OC	12
CCC(=O)N(c1nnc(SC(C)C(=O)Nc2ccc(N3CCOCC3)cc2)s1)C1CC1 (stereo unspecified)	-3
COc1ccc(C(=O)NNC(=O)c2cccc3ccccc23)cc1	-43
O=C(COC(=O)COc1ccc(Br)cc1)NCc1ccccc1	-1
CC(OC(=O)CSc1ccccc1)C(=O)NC1CCCCC1C (stereo unspecified)	5
Cc1nnc2n(C3CCCCC3)c(=O)c3c4c(sc3n12)COC(C)(C)C4	1
COc1ccccc1CCNC(=O)C1CCC(=O)N(C2CC2)C1 (stereo unspecified)	-4
Cc1cc2c(OCC(O)CNC3CCCCC3)cccc2[nH]1 (stereo unspecified)	0
O=C(Cn1cnc2ccccc2c1=O)NCc1ccc2c(c1)OCO2	4
O=C(Nc1ccc2[nH]ncc2c1)C1CCC1	-3
O=C(OCc1ccccc1)c1cn(-c2ccccc2)nc1-c1ccncc1	3
Cc1ccc(S(=O)(=O)N2CCC(C(=O)NCCCN3CCOCC3)CC2)cc1	2
C[C@@H]1CN([C@H](C)CO)C(=O)c2c(c3ccccc3n2C)-c2ccccc2CO[C@H]1CN(C)C	-19[25 µM]
Cc1nn(C)c(=S)n1-c1ccc(Cl)cc1	6
COc1ccc(NC(=O)C2Cc3c(-c4ccc5c(c4)OCO5)ccnc3O2)cc1 (stereo unspecified)	10
COCc1cc(C)nc(N2CCOCC2)c1C#N	18
Cc1noc(C)c1S(=O)(=O)Nc1ccc2c(c1)C(=O)N([C@H](C)CO)C[C@H](C)[C@@H](CN(C)Cc1ccc(C(=O)O)cc1)OCCCC[C@@H](C)O2	-4[25 µM]
O=C(c1ccc(S(=O)(=O)NCC2CCCO2)cc1)N1CCc2ccccc21 (stereo unspecified)	19
CCCc1nnc(SCCSc2nnc(CCC)n2N)n1N	6

(listing goes on)
SMILES	BL2 CD40 inh
O=C(NCC1CC1)[C@@H]1[C@@H](CO)[C@@H]2Cn3c(ccc(/C=C/c4ccccc4)c3=O)[C@H]1N2C(=O)C1CC1	1[25 µM]
c1ncc(-c2ccc(C3[C@@H]4CN(Cc5cocn5)C[C@H]3N4)cc2)cn1 (stereo partly specified)	3[25 µM]
O=C(NC1CCCC1)[C@@H]1[C@@H](CO)[C@@H]2Cn3c(ccc(C4=CCCC4)c3=O)[C@H]1N2CC1CC1	-2
O=C(COC(=O)c1cncc(Br)c1)NC12CC3CC(CC(C3)C1)C2	-2
COC(=O)c1ccc(CSc2nnc(NCc3ccccc3)s2)o1	-15
Cc1ccc(SCc2c(-c3ccccc3)nn(C)c2Cl)cc1	21
CN(Cc1nc(CC2CC2)no1)CC12CC3CC(CC(C3)C1)C2	-1
Cc1ccc(C(=O)N(C)CCOc2ccccc2)cc1S(=O)(=O)N1CCCCC1	5
Fc1ccc(-n2c(Cn3nnc4ccccc43)n[nH]c2=S)cc1	18
COc1ccc(OC(=O)N(C)C[C@H]2OCc3ccccc3-c3ccccc3C(=O)N([C@@H](C)CO)C[C@@H]2C)cc1	-3
Cc1ccccc1SCC(=O)OCC(=O)N(C)c1c(N)n(Cc2ccccc2)c(=O)[nH]c1=O	2
CC1CCC(NC(=S)NCCN(C)C)CC1 (stereo unspecified)	-23
CCc1cccc2c(C(=O)COC(=O)c3nn(C)c(=O)c4ccccc34)c[nH]c12	1
COc1ccc(/C=C/C(=O)OCC(=O)NC2CCCC(C)C2C)c(OC)c1 (stereo unspecified)	4
Cc1cc(C(=O)NC2CCCN(Cc3ccc(Cl)cc3)C2)no1 (stereo unspecified)	2
O=C1CC(c2ccc3c(c2)OCO3)c2cc3c(cc2N1)OCCO3 (stereo unspecified)	3
O=C(C[C@@H]1CC[C@@H]2[C@H](COC[C@H](O)CN2CCC(F)(F)F)O1)NCC1CC1	2[25 µM]
c1ccc(COc2cccc(CNCc3cccs3)c2)cc1	-17
O=C(c1ccc(-n2cccn2)cc1)N1CCc2c([nH]c3ccccc23)C1c1ccccn1 (stereo unspecified)	-6
CC1CN(S(=O)(=O)c2cccc(C(=O)Nc3ccc(S(=O)(=O)NC4=NCCCCC4)cc3)c2)CC(C)O1 (stereo unspecified)	4

Reprinted at random: 7 compounds from above.
SMILES	BL2 CD40 inh
O=C1CC(c2ccc3c(c2)OCO3)c2cc3c(cc2N1)OCCO3 (stereo unspecified)	3
Cc1cc(C(=O)NC2CCCN(Cc3ccc(Cl)cc3)C2)no1 (stereo unspecified)	2
CCc1cccc2c(C(=O)COC(=O)c3nn(C)c(=O)c4ccccc34)c[nH]c12	1
CC1CN(S(=O)(=O)c2cccc(C(=O)Nc3ccc(S(=O)(=O)NC4=NCCCCC4)cc3)c2)CC(C)O1 (stereo unspecified)	4
c1ccc(COc2cccc(CNCc3cccs3)c2)cc1	-17
O=C(C[C@@H]1CC[C@@H]2[C@H](COC[C@H](O)CN2CCC(F)(F)F)O1)NCC1CC1	2[25 µM]
Cc1ccccc1SCC(=O)OCC(=O)N(C)c1c(N)n(Cc2ccccc2)c(=O)[nH]c1=O	2

Copied from above (six entries):
SMILES	BL2 CD40 inh
Cc1cc(C(=O)NC2CCCN(Cc3ccc(Cl)cc3)C2)no1 (stereo unspecified)	2
O=C1CC(c2ccc3c(c2)OCO3)c2cc3c(cc2N1)OCCO3 (stereo unspecified)	3
O=C(C[C@@H]1CC[C@@H]2[C@H](COC[C@H](O)CN2CCC(F)(F)F)O1)NCC1CC1	2[25 µM]
c1ccc(COc2cccc(CNCc3cccs3)c2)cc1	-17
O=C(c1ccc(-n2cccn2)cc1)N1CCc2c([nH]c3ccccc23)C1c1ccccn1 (stereo unspecified)	-6
CC1CN(S(=O)(=O)c2cccc(C(=O)Nc3ccc(S(=O)(=O)NC4=NCCCCC4)cc3)c2)CC(C)O1 (stereo unspecified)	4

More records:
SMILES	BL2 CD40 inh
O=C(Nc1cccc(S(=O)(=O)N2CCCCC2)c1)c1ccco1	2
CO[C@H]1CN(C)C(=O)c2ccc(NC(=O)C3CC3)cc2OC[C@@H](C)N(Cc2cccnc2)C[C@@H]1C	-4
N#C[C@@H]1[C@H](c2ccc(C3=CCCC3)cc2)[C@@H](CO)N1C(=O)NC1CCCC1	0
CC1CCN(C(=O)COC(=O)c2ccccc2C(=O)c2ccccc2)CC1	-19
COc1ccc(-n2c(C)cc(-c3csc(N)n3)c2C)cc1	9
COC(=O)c1c(C(=O)OC)c(C)n(Cc2ccco2)c1C	11
CCOC(=O)CCNC(C)C1COc2ccccc2O1 (stereo unspecified)	10
CN(C(=O)CC1C(=O)NCCN1CC(c1ccccc1)c1ccccc1)C(C1CC1)C1CC1 (stereo unspecified)	14
COc1cc2c(c(OC)c1OC)-c1ccc(SC)c(=O)cc1C(NC(=O)C(F)(F)F)CC2 (stereo unspecified)	34
O=C(O)C1(S(=O)(=O)CCC(F)=C(F)F)CC1	7
C=CCNc1nnc(SCC(=O)N2CCC(C(N)=O)CC2)s1	-4
CCCCNS(=O)(=O)/C=C/c1ccccc1	0
O=C(NCC1CCCO1)C1c2ccccc2C(=O)N1C1CCCCCC1 (stereo unspecified)	-4
COc1ccccc1OC(=O)CCc1nc2ccccc2s1	0
N#CC1(Nc2ccc(C(=O)O)cc2)CCCC1	-6
Cc1ccc(/C=N/NC(=O)c2nnn(-c3nonc3N)c2CSc2ccc(Cl)cc2)cc1	30
O=C(CN1C(=O)CCS(=O)(=O)c2ccccc21)Nc1ccc(F)cc1	-2
Nc1nc(CCOc2ccc(F)cc2)cs1	-36
CC(C)NC(=O)N1CC(=O)N2[C@H](CO)[C@@H](c3ccc(/C=C/c4ccccc4)cc3)[C@H]2C1	53*[25 µM]
O=C(COC(=O)CNC(=O)C1CCCCC1)Nc1ccccc1	3
COc1ccc(-c2ccc3c(c2)[C@H]2[C@H](CCN2C(=O)CN2CCOCC2)[C@H](CO)N3)cc1	-85
CCN(CC(=O)Nc1ccc(NC(C)=O)cc1)C(=O)CSCC(=O)Nc1ccc(C)cc1	-5
N#Cc1cccc(-c2ccc([C@H]3[C@@H](CO)N4CCCCN(S(=O)(=O)c5ccccc5)C[C@H]34)cc2)c1	6[25 µM]
O=C(CCCCCN1C(=O)c2cccc3cccc(c23)C1=O)NCc1cccnc1	-32
Cc1cc(NC(=O)c2ccc(COc3ccc(Cl)c(C)c3)o2)no1	16
CC1(C)CC(N(Cc2cccs2)C(=O)c2ccco2)CCO1 (stereo unspecified)	-2
COc1cc2nc(Cl)nc(N3CCOCC3)c2cc1OC	14
O=C(CNc1ccccc1F)Nc1cccc(S(=O)(=O)N2CCCCC2)c1	-6
O=C(NCc1ccco1)c1c(Cl)cccc1Cl	-27
O=[N+]([O-])c1cccc(S(=O)(=O)N2CCC(c3nc(-c4ccncc4)no3)CC2)c1	-3

Quoted from the listing.
NCC[C@H]1CC[C@H](NS(=O)(=O)c2ccc(Cl)cc2)[C@@H](CO)O1 | BL2 CD40 inh = -1[25 µM]
COc1ccc(NC(=O)COc2cccc3c2CCN(Cc2cccnc2)C3=O)cc1 | BL2 CD40 inh = -2
O=C1CC(c2ccc3c(c2)OCO3)c2cc3c(cc2N1)OCCO3 (stereo unspecified) | BL2 CD40 inh = 3

Additional compounds follow:
SMILES	BL2 CD40 inh
Cc1noc(C)c1NC(=O)N(C)C[C@@H]1OCc2cnnn2CCCC(=O)N([C@@H](C)CO)C[C@@H]1C	1[25 µM]
COCc1cn(CC[C@@H]2CC[C@@H](NC(=O)Nc3c(C)noc3C)[C@@H](CO)O2)nn1	-1[25 µM]
O=C(COC(=O)C1CC(O)CN1C(=O)Oc1ccccc1)c1ccc(Br)cc1 (stereo unspecified)	-10
CCOc1ccc(C(=O)NNC(=O)CCNC(=O)c2ccco2)cc1OC	12
Cc1occc1C(=O)N/N=C/c1cccnc1	-29

Screens as filed in PubChem.
